GAA glycogen mod – GAA glycogen-cleavage inhibition or activation. P10253. recombinant GAA, glycogen substrate, Amplex Red glucose oxidase fluorescence. Potency, µM (series often up to 76.4 µM), without a hit: at the highest dose activity change, negative = inhibition, actives largely listed as inhibitors. 300,000 tested, 0.38% active. AID 2100;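 note: 0% = full enzyme reaction and -100% = no-enzyme basal signal; the screen sought inhibitors and activators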
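Recombinant enzyme (4 nM final) with compounds titrated up to 77 uM and bovine liver glycogen (30 ug) in citrate pH 5.0, 0.01% Tween-20, 37 C 40 min. Released glucose detected by Amplex Red/glucose oxidase (Ex 573/Em 610); AC50 from Hill fits.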
GAA spleen mod – lysosomal alpha-glucosidase (human) modulation; human spleen homogenate, 4-MU-alpha-glucoside fluorescence; Potency, µM (highest dose often 79.9 µM), without a hit: top-dose activity change, negative = inhibition, usual class: inhibitors; 240,000 tested, 0.006% active; AID 2112;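 note: 0% = enzyme with vehicle and -100% = no enzyme basal signal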
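Human spleen homogenate (1 ug) with 4-methylumbelliferyl-alpha-D-glucopyranoside (1 mM final) in 50 mM citrate/phosphate pH 5.0, 0.01% Tween-20; 40 min at 37 C. Stopped at pH 10; 4-MU fluorescence Ex 365/Em 440 nm; AC50 by Hill fit.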
Tau ThT inhib – tau fibrillization inhibition (ThT binding). AID 1460. P10636. 270,000 tested, 2.1% active. recombinant tau K18 P301L, heparin-induced fibrillization, ThT fluorescence. Potency, µM (series often up to 57.4 µM), without a hit: at the top dose activity, negative = inhibition, usual class: inhibitors; note: % is set by controls: 0 for no effect and ±100 for the full control effect; nearly all actives have a fitted effect of over 55% in size
Target sequence (P10636 561-689 P618L limits assumed): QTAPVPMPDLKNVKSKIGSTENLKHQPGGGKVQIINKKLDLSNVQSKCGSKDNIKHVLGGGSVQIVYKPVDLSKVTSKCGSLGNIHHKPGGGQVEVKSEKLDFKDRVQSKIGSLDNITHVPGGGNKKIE
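Recombinant human tau K18 fragment […] carrying P301L, 15 uM unlabeled plus 0.24 uM Alexa 594-labeled, was fibrillized with 20 uM heparin in 100 mM sodium acetate pH 7 for 6 hr at 37 C; 30 uM ThT fluorescence read after 1 hr.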
Tau FP inhib – tau fibrillization inhibition (FP); P10636; K18 P301L tau heparin fibrillization, Alexa594 FP, 6 h; Potency, µM (highest dose often 57.7 µM), for inactives: at the highest dose activity, negative = inhibition, actives largely listed as inhibitors; 280,000 tested, 0.39% active; AID 1468; note: % is set by controls: 0 for no effect and ±100 for the full control effect; nearly all actives have a fitted effect of over 55% in size
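Heparin (20 uM) drove fibril formation of recombinant tau K18 P301L, 15 uM unlabeled with 0.24 uM Alexa 594 label, for 6 hr at 37 C in 100 mM sodium acetate pH 7. Fluorescence polarization (555/632 nm) read 1 hr after 30 uM ThT.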
aGal spleen mod – inhibitors or activators of human alpha-galactosidase in spleen homogenate | Potency, µM (doses to about 80 µM), inactives show at the highest dose activity change, negative = inhibition, most hits filed as inhibitors | P06280 | 240,000 tested, 0.008% active | human spleen homogenate, 4MU-alpha-Gal fluorescence, 40 min | AID 2107;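 note: 0% = enzyme with vehicle and -100% = no enzyme basal signal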
Target sequence (P06280 32-429 limits assumed): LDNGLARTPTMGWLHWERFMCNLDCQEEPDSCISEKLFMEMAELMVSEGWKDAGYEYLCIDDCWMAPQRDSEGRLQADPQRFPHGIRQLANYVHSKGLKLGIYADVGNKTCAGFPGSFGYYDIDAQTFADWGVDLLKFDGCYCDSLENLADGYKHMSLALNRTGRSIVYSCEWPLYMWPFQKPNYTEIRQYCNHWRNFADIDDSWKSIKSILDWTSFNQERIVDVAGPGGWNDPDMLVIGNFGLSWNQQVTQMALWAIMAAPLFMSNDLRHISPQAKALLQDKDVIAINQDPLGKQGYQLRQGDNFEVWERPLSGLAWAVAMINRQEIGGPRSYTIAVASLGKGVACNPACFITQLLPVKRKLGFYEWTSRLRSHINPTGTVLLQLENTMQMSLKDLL
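Spleen homogenate 1 ug + cpd (titration) + 4-MU-alpha-D-galactopyranoside 1 mM; 37C 40 min; 50 mM citrate/phosphate pH 5.0, 0.01% Tween-20; stop pH 10; fluorescence 365/440; AC50 via Hill.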
GAA inhib – inhibitors of human lysosomal alpha-glucosidase; P10253; AID 1466; 200,000 tested, 0.005% active; Potency, µM (titrated, usually from 76.9 µM), for the others: at the top dose activity change, negative = inhibition, actives largely listed as inhibitors; purified human GAA, 4-MU-alpha-glucoside fluorescence;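 note: plate controls were uninhibited enzyme wells for no effect and no-enzyme background for full effect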
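Fluorescence at Ex 365/Em 440 nm from 4-methylumbelliferone reported enzyme activity after 20 min at room temperature. Reactions used 4 nM enzyme and 400 uM substrate at pH 5.0; curves fitted with the Hill equation.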
HTT cytoprotect – protects HTT-Q103 PC12 cells, measured by ATP; PC12 HTT-Q103 induced, cytoprotection, ATP luminescence, 40 h; Potency, µM (top dose mostly 56.4 µM), for the others: cytoprotection (ATP increase), hits mostly activators; 230,000 tested, 0.14% active;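 note: % of control where 0% means no effect; nearly all actives have a fitted effect of over 45% in size; toxic huntingtin expression switched on by the ecdysone agonist tebufenozide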
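Rat PC12, Q103 Htt exon1-GFP fusion, ecdysone promoter; tebufenozide inducer 100 nM final; compound titration; qHTS, 1500 cells/well; ATPlite luminescent read.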
Tau fluor counter – counter-screen for tau fibril formation inhibitors; 280,000 tested, 0.93% active; AID 1463; tau K18 P301L (four-repeat tau fragment) Alexa594 fluorescence, heparin fibrillization; Potency, µM (titrated, usually from 57.7 µM), for the others: top-dose activity change, negative = decrease; note: % is set by controls: 0 for no effect and ±100 for the full control effect; nearly all actives have a fitted effect of over 55% in size
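Human K18 P301L tau (15 uM unlabeled plus 0.24 uM Alexa 594-labeled, final) in 100 mM sodium acetate pH 7 was mixed with compound and 20 uM heparin and incubated 6 hr at 37 C.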
An asterisk follows results filed as active; u = inconclusive; x = no result given; & = joins results of further samples; [ ] = another dose, or the depositor's remark. Calls come from the whole dose curve; as a rule, active = well fitted curve in the direction sought with a large enough effect; inconclusive = small, poorly fitted or top-dose-only effect, or another doubt; inactive = no such curve, though single readings can be large; an effect the other way counts as inactive or inconclusive. Potency is the fitted concentration of half-maximal effect.

Order of values: GAA glycogen mod, GAA spleen mod, Tau ThT inhib, Tau FP inhib, aGal spleen mod, GAA inhib, HTT cytoprotect, Tau fluor counter
(1) CC(C)c1ccc(OCC(=O)Nc2ccc(S(=O)(=O)Nc3ncccn3)cc2)cc1
    -2%[76.3 µM], x, 6%, 1%, x, x, x, -1%
(2) CC(C)CC1NC(=O)N(CC(=O)N2CCN(S(=O)(=O)c3ccccc3)CC2)C1=O (stereo unspecified)
    4%, -10%, -7%, 0%, -25%, -10%, -12%, -1%
(3) Cc1noc(C)c1COc1ccc(C(=O)OCC(=O)NCc2ccccc2Cl)cc1
    -7%, -9%, -7%, 10%, 4%, -6%, 14%[10 µM], -10%
(4) CCn1c(=S)ccc2ccc(OC)cc21
    1%, -9%, u, -1%, 6%, -11%, -9%, 0%
(5) CSCCC(C(=O)OCC(=O)c1ccc(C)c(C)c1)N1C(=O)c2ccccc2C1=O (stereo unspecified)
    4%, -8%, -1%, -10%, 5%, -4%, 9%[10 µM], -21%
(6) C=CCN(CC=C)S(=O)(=O)c1ccc(C(=O)Nc2nnc(CSC)o2)cc1
    -1%, 8%, -6%, 3%, 13%, -1%, -3%[10 µM], -4%
(7) c1ccc(Nc2nc(-c3cccnc3)cs2)nc1
    4%, -5%, -5%, 8%, 4%, -7%, -35%, -16%
(8) Cc1ccc(S(=O)(=O)N(C)CC(=O)Nc2ccncc2)cc1
    -10%, -12%, -3%, 3%, -20%, -3%, -5%[0.074 µM], 5%
(9) COC(=O)c1cc2occc2n1CC(=O)Nc1cc(OC)cc(OC)c1
    8%, 3%, -16%, -6%, 8%, 1%, -30%, -19%
(10) O=C1c2ccccc2-c2onc3ccc(N4CCCC4)c1c23
    -11%, x, 8.9µM*, 28µM*, -6%, -1%, -77%[inhibitor], 10µM*[quencher]
(11) CN(C)S(=O)(=O)c1ccc(Oc2ccc(S(=O)(=O)N(C)C)cc2)cc1
    -2%, -11%, -7%, 1%, -6%, -11%, 26%[10 µM], -11%
(12) CC(=O)Nc1ccc(C(=O)N/N=C/c2cccnc2)cc1
    2%, 3%, -14%, -13%, -7%, 0%, 7%[10 µM], -5%
(13) Cc1cc(C)n(C(=O)CNc2ccc(C)c(C)c2)n1
    -3%, -2%, 4%, -3%, -1%, -2%, 14%[1.9 µM], -3%
(14) CC(C)CN(C(=O)CSc1nncs1)c1c(N)n(CC(C)C)c(=O)[nH]c1=O
    6%, 2%, -17%, -5%, 8%, 1%, 8%, -9%
(15) Cc1cn2c(nc(=O)c3cccnc32)s1
    -1%, 1%, 6%, -11%, 4%, 2%, x, 3%
(16) Cc1ccc(C(=O)Nc2ccc(N3CCN(C(=O)c4ccco4)CC3)cc2)cc1
    13%, 1%, u, 3%, 0%, u, 2%[10 µM], -24%
(17) CC(=C/c1ccc(C(C)C)cc1)/C=N/NC(=O)Cn1nnnc1N
    7%, -6%, -11%, -4%, -9%, 2%[15.4 µM], 28%[10 µM], -20%
(18) CCOc1ccccc1NC(=O)Cc1coc2cc(C)ccc12
    -6%, -1%, u, -12%, 5%, -5%, 2%, -17%
(19) CC(C)(C)Nc1nc(Cl)nc(N(C#N)CN2C(=O)c3ccccc3S2(=O)=O)n1
    19%, 3%, 10%, -9%[2.34 µM], -5%, u, -8%[10 µM], 5%[2.34 µM]
(20) CN(C)Cc1nc2ccccc2c(=O)n1Cc1nc(-c2cccc([N+](=O)[O-])c2)cs1
    -7%, x, u, 12%, 3%, -18%, -30%, u
(21) CCOc1ccc(-c2cn(S(=O)(=O)c3cccc4nsnc34)nc2N)cc1
    -8%, -6%, u, u, -5%, -2%, 2%, u
(22) Cc1ccc(CCNC(=O)CN(c2ccc(C)cc2)S(=O)(=O)N(C)C)cc1
    8%[76.3 µM], x, -14%, -3%, x, x, x, -14%
(23) CC(=O)OC(C#CCN1CCOCC1)c1ccccc1 (stereo unspecified)
    -5%, 9%, -4%, -2%, 13%, 0%, -5%, -2%
(24) NNC(=O)c1ccc(COc2ccc([N+](=O)[O-])cc2)o1
    -13%, 5%, u, -4%, 5%, x, 2%[10 µM], -12%
(25) CCN1C(=O)CC(N2CCOCC2)C1=O (stereo unspecified)
    12%, -2%, 0%, 7%, -4%, 2%, 11%, 1%
(26) Oc1c(Br)cc2oc3c(c2c1CNCc1ccccc1)CCCC3
    -3%, -3%, -22%, 4%, -3%, -4%, 6%, -26%
(27) CCN(CC)C(=O)CC(c1cc(OC)c(OC)c(OC)c1)c1c(OC)cc(OC)c2c(-c3ccccc3)cc(=O)oc12 (stereo unspecified)
    -2%, -13%&4%, u, 2%, 6%&5%, x, 0%[10 µM], -12%
(28) C/C(=N\NC(=O)CNC(=O)c1ccc2c(c1)OCO2)c1ccco1
    -3%, -1%, -4%, -4%, 4%, 2%, x, -2%
(29) Cc1c(CN2CCc3c([nH]c4ccccc34)C2CC(C)C)cnn1C (stereo unspecified)
    11%, -4%, -20%, 2%, -4%, -3%, 10%[10 µM], -16%
(30) Nc1nonc1-c1nc2ccccc2n1Cc1c(Cl)cccc1Cl
    -5%[76.3 µM], x, -8%, -15%, x, x, x, u
(31) CCN(CC)S(=O)(=O)c1ccc(N2CCOCC2)c(C(=O)O)c1
    1%, 1%, -10%, -8%, 4%, 2%, -8%, -5%
(32) Cc1cc(NC(=O)CN2C(=O)NC(C)(CCc3ccccc3)C2=O)no1 (stereo unspecified)
    u, 9%, 2%, -9%, 7%, 0%, 28%[10 µM], -6%
(33) Cc1cc(N2C(=O)C3CCC(c4ccccc4)CC3C2=O)no1 (stereo unspecified)
    2%, 5%, -4%, -6%, 9%, 3%, -10%, -7%
(34) CN1CCN(C(=O)C(Cc2ccccc2)NS(=O)(=O)c2ccc3c(c2)CCC(=O)N3)CC1 (stereo unspecified)
    7%, -4%, 4%, -3%, 0%, -8%[15.4 µM], -15%, -1%
(35) CCCc1cc(C(N)=O)c(NC(=O)c2cc(C)on2)s1
    1%, -11%, u, u, -1%, -10%, -10%, -27%
(36) O=S(=O)(NCCc1csc(-c2ccc(C(F)(F)F)cc2)n1)c1ccc2c(c1)OCCO2
    -16%, -8%, -13%, -7%, -9%, -11%, 17%[10 µM], -22%
(37) C=CCN1CC(O)=C(c2nc3ccccc3[nH]2)C1=N
    -11%, 1%, -2%, -8%, 2%, -5%, x, -2%
(38) CC1C=CC(C)C(C(=O)O)C1C(=O)O (stereo unspecified)
    -1%, -18%, -8%, -1%, 5%, -9%, -7%, -6%
(39) CN1C(=O)CC(C(=O)O)SC1=Nc1cc(Cl)c(O)c(Cl)c1 (stereo unspecified)
    -2%, -2%, -8%, -4%, -2%, -2%, 10%, -11%
(40) Cc1ccccc1Nc1nnc(C)c(=O)[nH]1
    -5%, -1%, -1%, 5%, -3%, -4%, -12%[0.074 µM], 8%

Looked up by structure from the list above:
Order of values: GAA glycogen mod, GAA spleen mod, Tau ThT inhib, Tau FP inhib, aGal spleen mod, GAA inhib, HTT cytoprotect, Tau fluor counter
(23) CC(=O)OC(C#CCN1CCOCC1)c1ccccc1 (stereo unspecified)
    -5%, 9%, -4%, -2%, 13%, 0%, -5%, -2%
(30) Nc1nonc1-c1nc2ccccc2n1Cc1c(Cl)cccc1Cl
    -5%[76.3 µM], x, -8%, -15%, x, x, x, u
(37) C=CCN1CC(O)=C(c2nc3ccccc3[nH]2)C1=N
    -11%, 1%, -2%, -8%, 2%, -5%, x, -2%
(28) C/C(=N\NC(=O)CNC(=O)c1ccc2c(c1)OCO2)c1ccco1
    -3%, -1%, -4%, -4%, 4%, 2%, x, -2%
(26) Oc1c(Br)cc2oc3c(c2c1CNCc1ccccc1)CCCC3
    -3%, -3%, -22%, 4%, -3%, -4%, 6%, -26%

Screen by screen, quoted from above.
aGal spleen mod, compounds 1 to 4 → x, -25%, 4%, 6%
GAA glycogen mod, compounds 1 to 4 → -2%[76.3 µM], 4%, -7%, 1%
GAA spleen mod, compounds 1 to 4 → x, -10%, -9%, -9%

Further structures follow.
Order of values: GAA glycogen mod, GAA spleen mod, Tau ThT inhib, Tau FP inhib, aGal spleen mod, GAA inhib, HTT cytoprotect, Tau fluor counter
(41) Nc1n[nH]c(N)c1N=Nc1ccc(Cl)cc1Cl
    u, 3%, 3.5µM*, 7%, -9%, 3%, -30%[10 µM], u
(42) COc1ccc(/C=C/C(=O)NCC(c2ccc(F)cc2)N2CCOCC2)cc1OC (stereo unspecified)
    0%, 3%, x, -5%, 1%, x, 3%[10 µM], -19%
(43) CC(C)C12CN3CC(C(C)C)(CN(C1)C3c1ccc(OCc3ccccc3)cc1)C2=O (stereo unspecified)
    -1%[76.3 µM], x, 2%, -13%, x, x, x, -7%
(44) COc1ccc(C(=O)CSc2nnc(-c3cccnc3)n2Cc2ccco2)cc1
    2%, -5%, -13%, -6%, 0%, -6%, -19%, -4%
(45) Cc1ccc(-n2c(Cn3nc(C(F)(F)F)cc3C)n[nH]c2=S)cc1
    -5%, 2%, -7%, 4%, 9%, -10%, -10%, -5%
(46) CCCC(=O)Nc1ccc(NC(=S)NC(=O)c2cccs2)cc1
    -19%, 7%, -17%, 5%, 2%, u, -3%[10 µM], -5%
(47) CCN1CCN(C(c2cc3cc4c(cc3[nH]c2=O)OCO4)c2nnnn2C(C)(C)CC)CC1 (stereo unspecified)
    3%, 12%, 8%, 4%, u, u, -10%, 1%
(48) O=C1c2ccccc2-c2c1cccc2C(=O)N1CCCCCC1
    -7%, 0%, 7%, 2%, 0%, -10%, x, 2%

Whole records from above. Order of values: GAA glycogen mod | GAA spleen mod | Tau ThT inhib | Tau FP inhib | aGal spleen mod | GAA inhib | HTT cytoprotect | Tau fluor counter
Profile of CC(=C/c1ccc(C(C)C)cc1)/C=N/NC(=O)Cn1nnnc1N = 7% | -6% | -11% | -4% | -9% | 2%[15.4 µM] | 28%[10 µM] | -20%
Profile of Cc1ccc(S(=O)(=O)N(C)CC(=O)Nc2ccncc2)cc1 = -10% | -12% | -3% | 3% | -20% | -3% | -5%[0.074 µM] | 5%

Screening data deposited in PubChem BioAssay by National Center for Advancing Translational Sciences (NCATS).
